Compound activity as filed in PubChem BioAssay.
UBC9 SUMO inh = blocks human SUMOylation mediated by UBC9 | 0.36% of 290,000 active | inhibition, % at 35 µM | HTRF SUMOylation assay, SAE1/SAE2 + UBC9, in vitro | P63279 | AID 2006; in the data active = inhibition above about 50%, passing the limit was not always enough; note: strong numbers were not always called active
Target sequence (P63279 whole entry, looked up): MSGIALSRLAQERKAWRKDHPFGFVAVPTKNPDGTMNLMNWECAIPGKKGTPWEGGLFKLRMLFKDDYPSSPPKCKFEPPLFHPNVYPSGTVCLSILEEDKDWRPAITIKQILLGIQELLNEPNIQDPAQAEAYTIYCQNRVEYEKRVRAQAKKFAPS
IDE cell activ = IDE (human) activation, cell-based; activation, % at 5.96 µM; P14735; 0.073% of 340,000 active; AID 493087; HEK cells, FAbeta-B cleavage, fluorescence polarization; 0% vehicle, 100% cell-free pure enzyme wells;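 active = activation above the mean of all tested compounds plus 3 SD, set per screening campaign, cut at about 17% in these data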
pCIP destab = p/CIP protein destabilization; F442A p/CIP-EGFP cells, EGFP fluorescence, 16 h; decrease of EGFP signal, % at 10 µM; 0.01% of 290,000 active; AID 1984;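 active = EGFP signal decrease of at least 30% at 10 µM or well 3 SD below plate mean, unless failing retest; inactive = the rest, including hits failing retest or dose response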; note: some compounds called inactive have numbers as strong as hits; many of its hits are not listed in these tables
VIM-2 inhibitor = inhibitors of Pseudomonas aeruginosa VIM-2 metallo-beta-lactamase. 0.89% of 290,000 active. inhibition, % at 5.6 µM. purified VIM-2, nitrocefin hydrolysis, epi-absorbance fluorescence;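 active = inhibition above the mean of all tested compounds plus 3 SD, cutoff set per screening run, cut at about 7.5% in these data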;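 note: red hydrolysis product quenches plate fluorescence so inhibitors raise well fluorescence; 0% = enzyme with DMSO and 100% = DMSO without enzyme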
IDE inh = cellular human IDE inhibition; P14735; HEK cells, FAbetaB cleavage, fluorescence polarization; inhibition, % at 5.59 µM; 0.41% of 320,000 active; AID 434962;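 active = percent inhibition above the average of all tested compounds plus 3 SD, set per screening campaign, cut at about 16% in these data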;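 note: IDE supplied by intact live HEK cells; FP after avidin binding of uncleaved biotin substrate so inhibition keeps polarization high; 0% = DMSO wells and 100% = 60 µM reference IDE inhibitor Ii1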
NS3 helicase inh = inhibitors of Hepatitis C virus NS3 helicase. NS3 helicase DNA unwinding, Cy5 molecular beacon fluorescence. inhibition, % at 10.9 µM. 0.56% of 290,000 active. AID 1800;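 active = inhibition above the mean of all tested compounds plus 3 SD, set per campaign, cut at about 35% in these data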;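 note: 0% = DMSO wells and 100% = thioflavine S control wells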
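Assay system – hepatitis C virus NS3 helicase domain fragment enzyme · Buffer or medium – MOPS pH 6.5, MgCl2, DTT, Tween20, BSA · Reagent – Cy5/quencher beacon DNA duplex and ATP to start · Compound – single 10.9 µM dose · Timing – 1 h at 25 °C · Technique – Cy5 beacon fluorescence read at start and 1 h · Measure – % inhibition of unwinding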
IMP-1 inhibitor = blocks Pseudomonas aeruginosa IMP-1 metallo-beta-lactamase. purified IMP-1, nitrocefin hydrolysis, epi-absorbance fluorescence. inhibition, % at 5.6 µM. 0.45% of 290,000 active;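 active = inhibition above the mean plus 3 SD of all compounds in the same screening run, cut at about 4.5% in these data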;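 note: 0% = IMP-1 with DMSO and 100% = DMSO wells lacking enzyme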
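Material – recombinant IMP-1 enzyme, purified · Amount – IMP-1 0.2 nM before substrate addition · Medium – HEPES buffer pH 7.1 with ZnSO4 and Brij 35 · Timing – 25 °C, 15 min preincubation, 25 min reaction · Measured by – plate fluorescence quenching by hydrolysis product, ex 480/em 530 nm · Read-out – percent enzyme inhibition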
FID counter = fluorescent intercalator displacement, NS3 helicase counter-screen; DNA fluorescent intercalator displacement, fluorescence; inhibition, % at 7.9 µM; 0.17% of 290,000 active; AID 1845; in the data active = inhibition above about 37%;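 note: 0% = vehicle and 100% = reference compound; higher means more ethidium bromide displaced from hairpin DNA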
M18AAP inhibitor = blocks P. falciparum M18 aspartyl aminopeptidase. recombinant PfM18AAP, H-Glu-NHMec fluorogenic cleavage. inhibition, % at 7.35 µM. 1.2% of 290,000 active. AID 1822;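 active = inhibition above the campaign mean inhibition over all tested compounds plus 3 SD, cut at about 28% in these data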;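 note: 0% = plate median of test compound wells and 100% = 2 mM ZnCl2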
* marks the source's active call; other numbers are inactive results; . = no result given. Compounds as they come; any-hit rate near 3.6%.

SMILES	UBC9 SUMO inh	IDE cell activ	pCIP destab	VIM-2 inhibitor	IDE inh	NS3 helicase inh	IMP-1 inhibitor	FID counter	M18AAP inhibitor
Cc1ccc(S(=O)(=O)Nc2cc(Cl)c(O)c3ncccc23)cc1	2	-8	-18	-0.1	2	7	-3.1	-10	39*
CCOC(=O)NC1(C(F)(F)F)C(=O)NC(C)=C1C(=O)OC (stereo not given)	6	-1	3	-3.9	0	4	-5.5	-2	3
COc1ccccc1OCC(=O)Nc1ccc(S(=O)(=O)NC(C)=O)cc1	8	2	-16	-0.6	0	17	-0.1	-27	1
O=C(CN1CCN(Cc2ccc(F)cc2)CC1)Nc1nc2ccccc2s1	-1	2	1	-3.2	4	-40	-4.5	6	7
COc1ccccc1-n1c(SCC(=O)c2ccc(O)cc2O)nc2cc([N+](=O)[O-])ccc21	13	6	-2	-3.6	-1	3	-2.2	-12	1
O=C(Cn1ncc2c3ccccc3n(Cc3ccc(F)cc3)c2c1=O)N1CCN(c2ncccn2)CC1	6	-1	-6	-3.1	2	-4	0.1	-32	-9
CCOC(=O)C1CCN(C(=O)CN(Cc2ccc(Cl)cc2)S(C)(=O)=O)CC1	0	0	-2	-4.0	-1	1	-4.2	-21	2
O=C(O)[C@H]1Cc2ccccc2CN1S(=O)(=O)c1ccc(F)cc1	27	9	2	-1.8	1	-12	-1.9	-4	-7
O=S(=O)(Cc1c(F)cccc1Cl)c1ncn[nH]1	-4	9	2	-0.2	1	2	-1.7	4	-2
CC(C)COC(=O)Nc1ccccc1C(=O)N1CCOCC1	11	3	-5	-6.6	2	13	-4.2	4	2
C/C(=C\c1cccs1)C(=O)c1c(C)cc(C)[nH]c1=O	6	3	0	-0.9	3	-5	-2.2	-5	1
C[C@H](NC(=O)C1CCC(CNC(=O)[C@@H]2CCCN2C(=O)OC(C)(C)C)CC1)C(=O)O (stereo not given in full)	7	3	32	-2.7	.	5	-5.0	-8	-13
COc1c2ccccc2c(OC)c2ccccc12	16	4	-5	-2.9	-1	3	-1.5	-10	-7
COc1ccc(CCN2CC(C(=O)NCCc3ccccc3C)CCC2=O)cc1 (stereo not given)	-11	-6	8	-1.1	5	-3	-2.3	-38	2
Cc1ccccc1-c1nc(CS(=O)(=O)CC(=O)NC2CC2)c(C)o1	-2	7	6	-1.9	1	-12	-1.1	-21	-5
Cc1[nH]c2ccccc2c1/C=N\NC(=O)Cn1nnc(-c2ccccc2)n1	2	3	-9	-1.0	-1	6	-2.0	4	-10
Cc1ccc(C(=O)NNC2=Nc3cc([N+](=O)[O-])ccc3OC2)cc1	24	9	-6	-1.6	1	10	-3.7	-11	-8
Cc1onc(-c2ccccc2Cl)c1C(=O)NC(C)c1ccccc1 (stereo not given)	11	5	-10	-0.2	4	7	0.9	-5	-13
CCCCn1nnc(NC(=O)COc2cc(C)ccc2C(C)C)n1	2	4	4	-4.4	1	-6	-0.2	-26	-1
Oc1ccc(F)c2cccnc12	18	5	-7	-1.9	2	17	-1.8	2	-6
COC(=O)C(Cc1cccc(C)n1)(c1ccccc1)c1ccccc1	-8	-1	-2	-4.4	.	-4	-4.2	-21	-2
CCOC(=O)C1(Cc2ccc(Cl)cc2)CCN(C(=O)C2CCCO2)CC1 (stereo not given)	4	8	5	-1.2	4	1	-1.8	-24	0
C/C(=N\Nc1nc(N)cc(Cl)n1)c1cccc([N+](=O)[O-])c1	2	1	-12	-3.9	3	0	0.7	1	34*
O=C1c2cccc3c(O)ccc(c23)C(=O)N1Cc1ccccc1	32	59*	-648	11*	-16	8	4.3	-11	12
O=C(c1ccccc1)N1CCN(C2c3cccc4cccc(c34)C2NS(=O)(=O)c2ccccc2)CC1 (stereo not given)	19	-2	-5	-2.2	4	-27	-0.7	-36	-3

Continued, starting with the last two of the part before.
SMILES	UBC9 SUMO inh	IDE cell activ	pCIP destab	VIM-2 inhibitor	IDE inh	NS3 helicase inh	IMP-1 inhibitor	FID counter	M18AAP inhibitor
O=C1c2cccc3c(O)ccc(c23)C(=O)N1Cc1ccccc1	32	59*	-648	11*	-16	8	4.3	-11	12
O=C(c1ccccc1)N1CCN(C2c3cccc4cccc(c34)C2NS(=O)(=O)c2ccccc2)CC1 (stereo not given)	19	-2	-5	-2.2	4	-27	-0.7	-36	-3
CCN(CC(=O)Nc1ccc(NC(C)=O)cc1)CC(=O)Nc1cccc(Cl)c1	-7	3	-14	-2.7	2	-8	-1.6	-20	-2
CC(C)c1onc(C(=O)Nc2cccnc2Cl)c1[N+](=O)[O-]	6	-1	-6	-3.9	2	-1	-2.0	1	4
CC(Sc1ncn[nH]1)C(=O)NCc1ccccc1 (stereo not given)	-11	2	-13	-2.7	3	6	-2.0	-3	35*
CCc1ccc(OCc2nnc(SCC(=O)NCC3CCCO3)n2C)cc1 (stereo not given)	10	3	-10	-0.4	1	-6	-0.5	-33	-3
Cc1ccc(C)c(OCC(=O)Nc2cc(C)on2)c1	16	0	8	2.7	1	0	-0.8	-5	7
COc1ccccc1CNC(=O)CSc1nnc2c(Cl)cc(C(F)(F)F)cn12	3	3	2	-1.8	0	2	-3.4	-9	-1
Cc1nn(CCC#N)c(C)c1Oc1ccccc1O	21	5	-6	-2.8	2	2	-2.7	-1	4
COc1cc2c(cc1OC)CN(CC(=O)Nc1ccc(Cl)c(S(=O)(=O)N(C)C)c1)CC2	3	5	-14	-3.6	-2	-43	-1.1	-7	7
COc1ccc(Cl)cc1NC(=O)c1cnc2sccn2c1=O	15	4	-9	0.7	3	0	-1.6	10	1
O=C1CS(=O)CN1c1ccc(Oc2ccccc2)cc1 (stereo not given)	18	5	4	-3.3	-8	12	-3.0	-1	-12
CC[C@@]12C(=O)N(c3cccc(F)c3)C(=O)N1[C@H](c1ccc(F)cc1)[C@@H]1C(=O)N(C3CCCCC3)C(=O)[C@@H]12	-14	4	-1	-0.7	11	-31	-2.8	-25	4
COc1ccc(C(=O)N2CCCC(CNC(=O)c3ccccc3Cl)C2)o1 (stereo not given)	0	6	8	-3.1	5	3	-2.5	-13	-1
O=C(Nc1c2c(nc3c1CCC3)CCCC2)c1ccccn1	-11	-2	11	-1.0	8	9	-4.0	-4	-3
Cc1ccc(-c2nnn(CC(=O)NCCC3=CCCCC3)n2)cc1	-26	0	-15	1.4	2	3	-1.2	-2	-3
CC1(C)Cc2c(c(N3CCCC3)[nH]c(=S)c2C#N)CO1	-4	.	10	-2.8	8	3	-3.3	-1	0
C=CCNC(=O)NC(=O)c1csc([N+](=O)[O-])c1	1	2	-8	-1.5	6	-2	-0.9	1	-1
CCCCN(C(=O)c1cccc(S(=O)(=O)N2CC(C)OC(C)C2)c1)c1c(N)n(CCCC)c(=O)[nH]c1=O (stereo not given)	14	4	0	0.8	-3	3	-0.4	-28	-16
C=CCNC(=S)N(CC)c1cccc2ccccc12	7	2	-8	-2.5	4	-1	-2.4	-11	-1
CCCn1c(N)c(N(CCOC)C(=O)c2cc3c(s2)CCCCC3)c(=O)[nH]c1=O	9	3	-9	-3.6	0	-3	-3.0	-29	1
O=C(c1cccc(Cl)c1)N1CCn2c1nc1ccccc12	15	6	-7	-2.5	1	15	-1.3	5	-1
CNC(=O)CSc1nnc(-c2ccc3c(c2)OCO3)n1C	10	0	-8	-0.2	5	-16	-4.0	-1	6
O=C(NC(NC1CCS(=O)(=O)C1)C(Cl)(Cl)Cl)c1ccc(Br)cc1 (stereo not given)	-6	4	-4	0.5	11	18	-1.6	-2	1
Clc1cc(Cl)cc(CN2CCSCC2)c1	-14	7	-4	0.7	0	-2	-0.1	0	-2
C=C(C)c1cccc(C(C)(C)NC(=O)Nc2ccc(C(C)=O)cc2)c1	9	-4	-13	-3.9	-1	8	-3.4	-18	6
CCOc1ccccc1NC(=O)CCCN1C(=S)NC(C)(C)CC1C (stereo not given)	3	5	0	1.7	4	1	-1.1	-15	-9
COc1ccc(C(C(=O)NC(C)(C)C)N(Cc2cccnc2)C(=O)CCC(=O)Nc2cc(C)on2)cc1 (stereo not given)	-23	-4	12	-1.1	-4	0	-0.9	-29	2
COc1ccc(NC(=O)C2CC(c3c(F)cccc3Cl)=NO2)cc1 (stereo not given)	5	2	-1	-1.9	2	-6	-1.1	-8	-2
CCSc1nnc(NC(=O)C(C)(C)C)s1	-1	3	-6	-2.5	-2	5	-3.6	-1	2
O=C(CNC(=O)c1ccccc1Cl)N/N=C/c1ccc2c(c1)OCO2	-3	5	-3	0.7	-1	-2	0.9	-2	-7

Just pCIP destab and VIM-2 inhibitor, for 4 of the compounds above:
compound | pCIP destab | VIM-2 inhibitor
Cc1onc(-c2ccccc2Cl)c1C(=O)NC(C)c1ccccc1 (stereo not given) | -10 | -0.2
CCCn1c(N)c(N(CCOC)C(=O)c2cc3c(s2)CCCCC3)c(=O)[nH]c1=O | -9 | -3.6
O=C(NC(NC1CCS(=O)(=O)C1)C(Cl)(Cl)Cl)c1ccc(Br)cc1 (stereo not given) | -4 | 0.5
CCOc1ccccc1NC(=O)CCCN1C(=S)NC(C)(C)CC1C (stereo not given) | 0 | 1.7

3 structures from above, arranged by heavy-atom count, lowest first.
SMILES	UBC9 SUMO inh	IDE cell activ	pCIP destab	VIM-2 inhibitor	IDE inh	NS3 helicase inh	IMP-1 inhibitor	FID counter	M18AAP inhibitor
O=C1CS(=O)CN1c1ccc(Oc2ccccc2)cc1 (stereo not given)	18	5	4	-3.3	-8	12	-3.0	-1	-12
O=C(CNC(=O)c1ccccc1Cl)N/N=C/c1ccc2c(c1)OCO2	-3	5	-3	0.7	-1	-2	0.9	-2	-7
CCCCN(C(=O)c1cccc(S(=O)(=O)N2CC(C)OC(C)C2)c1)c1c(N)n(CCCC)c(=O)[nH]c1=O (stereo not given)	14	4	0	0.8	-3	3	-0.4	-28	-16

Record cards, as listed above. Values in the order: UBC9 SUMO inh | IDE cell activ | pCIP destab | VIM-2 inhibitor | IDE inh | NS3 helicase inh | IMP-1 inhibitor | FID counter | M18AAP inhibitor
COc1ccc(NC(=O)C2CC(c3c(F)cccc3Cl)=NO2)cc1 (stereo not given) reads 5 | 2 | -1 | -1.9 | 2 | -6 | -1.1 | -8 | -2
C/C(=N\Nc1nc(N)cc(Cl)n1)c1cccc([N+](=O)[O-])c1 reads 2 | 1 | -12 | -3.9 | 3 | 0 | 0.7 | 1 | 34*
C/C(=C\c1cccs1)C(=O)c1c(C)cc(C)[nH]c1=O reads 6 | 3 | 0 | -0.9 | 3 | -5 | -2.2 | -5 | 1
O=C(NC(NC1CCS(=O)(=O)C1)C(Cl)(Cl)Cl)c1ccc(Br)cc1 (stereo not given) reads -6 | 4 | -4 | 0.5 | 11 | 18 | -1.6 | -2 | 1
O=C(c1ccccc1)N1CCN(C2c3cccc4cccc(c34)C2NS(=O)(=O)c2ccccc2)CC1 (stereo not given) reads 19 | -2 | -5 | -2.2 | 4 | -27 | -0.7 | -36 | -3
